# pAkt inh: inhibitors of Akt phosphorylation. Neuro2A IGF-stimulated pAkt S473 HTRF, 20 min; active compounds read low. 360,000 compounds, 0.32% hits. activity change, % for hits at 50 µM; in the data active = activity change below about -80%; inconclusive = mostly about -51% to -80%; note: % is set by controls: 0 for no effect and ±100 for the full control effect
#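 Neuro2A cells (4,500/well, DMEM with 0.5% FBS) were treated with compound at a single 50 µM final concentration, stimulated with 6 nM IGF for 20 min at 37 °C, and lysed. Phospho-Akt Ser473 was read by HTRF as 665/615 ratio ×10^4.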
# A549 viability: counter-screen for Nrf2 inhibitors: cytotoxicity in A549 cells | A549 ARE-Fluc cells, CellTiter-Fluor viability, 18-24 h | Potency, µM (top dose mostly 46 µM), inactives show top-dose activity change, negative = cytotoxicity, usual class: inhibitors | 390,000 compounds, 0.16% hits; note: potency is the fitted concentration of half-maximal effect; % is set by controls: 0 for no effect and ±100 for the full control effect
#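 Cytotoxicity counterscreen: CellTiter-Fluor fluorescence was measured in A549 ARE_Fluc cells after 18-24 h of compound exposure in a concentration series. The subsequent BugLite luminescent read reports ARE-luciferase activity.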
# HepG2 tox: counter-screen for TGF-b inhibitors: cytotoxicity in HepG2 cells | HepG2 CAGA-GFP viability, ATP luminescence, 18 h | Potency, µM (doses to about 46.1 µM), for inactives: at the highest dose activity change, negative = cytotoxicity, most hits filed as cytotoxic | 410,000 compounds, 0.76% hits; note: potency is the fitted concentration of half-maximal effect; some results filed as inactive show a strong effect at the top dose
#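 HepG2 CAGA-GFP cells (1000/well, DMEM with 1% FBS) received compound, then TGF-beta at 500 pg/mL final, and were incubated 18 hours at 37 degrees C. Viability was read by CellTiter-Glo luminescence. Media-only wells were set as complete cell-killing and DMSO as no toxicity.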
# MmCpn inh: M. maripaludis TRiC chaperonin inhibition; purified Mm-Cpn ATPase, ADP Transcreener TR-FRET; AID 504842; Potency, µM (series often up to 76.9 µM), for the others: at the highest dose activity, negative = inhibition, actives largely listed as inhibitors; 330,000 compounds, 0.031% hits; note: potency is the fitted concentration of half-maximal effect; % is set by controls: 0 for no effect and ±100 for the full control effect; nearly all actives have a fitted effect of over 80% in size
#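 ATPase turnover read by TR-FRET ADP competition (Eu cryptate antibody/ADP-d2, 665/590 nm): 10uM ATP final, 25nM Mm-CPN final, 30 min 37degC after 10-min compound preincubation, pH 7.4 Tris/KCl/MgCl2/DTT buffer.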
# TGFb SMAD3 inh: inhibitors of TGF-b signaling; HepG2 CAGA-GFP TGF-b/SMAD3 reporter, GFP fluorescence, 18 h; TGF-beta stimulated, 500 pg/mL final; Potency, µM (top dose mostly 46.1 µM), inactives show at the top dose activity, negative = inhibition, hits mostly inhibitors; 410,000 compounds, 1.2% hits; AID 588855; note: potency is the fitted concentration of half-maximal effect; % is set by controls: 0 for no effect and ±100 for the full control effect; nearly all actives have a fitted effect of over 65% in size
#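 HEPG2 CAGA-GFP, 1000 cells/well; 2 h settle, 37 C; cpd via pin tool; TGF-b 500 pg/mL final; 18 h, 37 C; GFP imaging ex488/em500-530; %Activity normalised to -TGF-b and +DMSO controls; CRC fit, curve class.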
# Nrf2 block: Nrf2 pathway inhibition; 360,000 compounds, 2.1% hits; Potency, µM (doses to about 46 µM), without a hit: top-dose activity change, negative = inhibition, usual class: inhibitors; A549 ARE-Fluc reporter, luciferase luminescence, 18-24 h; AID 504444; note: potency is the fitted concentration of half-maximal effect; % is set by controls: 0 for no effect and ±100 for the full control effect; nearly all actives have a fitted effect of over 60% in size
#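 Reporter: ARE-Fluc in A549. Exposure: 18-24 h, 37 °C, 5% CO2, 5% FBS OPTI-MEM. Readouts: fluorescent cytotoxicity (CellTiter-Fluor), then luminescent Nrf2 signal after BugLite.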
# Nrf2 ARE act: activators of Nrf2 (ARE) signaling; AREc32 ARE-luciferase reporter (MCF7-derived line), luminescence, 24 h; Potency, µM (doses to about 46.1 µM), for the others: at the top dose activation, most hits filed as activators; 410,000 compounds, 0.31% hits; AID 624171; note: potency is the fitted concentration of half-maximal effect; % of control where 0% means no effect; nearly all actives have a fitted effect of over 65% in size
#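 Cells of the AREc32 ARE-luciferase line are plated in OPTI-MEM containing 5% FBS and left overnight at 37 deg C. Compounds are pinned in, incubation continues 24 hr, and firefly luciferase signal is then measured.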
# CCT chaperon mod: changes cytosolic chaperonin activity. 360,000 compounds, 0.3% hits. AID 651819. purified chaperonin ATPase assay, HTRF ADP detection, 30 min. activity change, % (concentration not given with the values), hits read low; in the data active = activity change below about -30%; note: % is set by controls: 0 for no effect and ±100 for the full control effect
#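 TRiC at 40 or 20 nM final (batch-dependent) in 30 mM Tris pH 7.4, 100 mM KCl, 5 mM MgCl2, 1 mM DTT, with compound at single 76 uM and 10 uM ATP, 30 min at 37 deg C. ADP detected by HTRF Transcreener, 665/615 ratio.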
# S2 tox: cell viability loss in ATXN counter-screen | S2 cells (HEK-293 line with an ATXN2-luciferase reporter) viability, CellTiter-Fluor protease fluorescence, 24 h | Potency, µM (titrated, usually from 56.7 µM), usual class: cytotoxic | 400,000 compounds, 0.49% hits | AID 651635; note: potency is the fitted concentration of half-maximal effect; nearly all actives have a fitted effect of over 40% in size
# * marks the source's active call; other numbers are inactive results; i = inactive; ? = inconclusive; / = not tested or not shown; & = joins results of further samples. Unless noted, calls come from the whole dose curve; as a rule, active = well fitted curve in the direction sought with a large enough effect; inconclusive = small, poorly fitted or top-dose-only effect, or another doubt; inactive = no such curve, though single readings can be large; an effect the other way counts as inactive or inconclusive.
No.	Molecule	pAkt inh	A549 viability	HepG2 tox	MmCpn inh	TGFb SMAD3 inh	Nrf2 block	Nrf2 ARE act	CCT chaperon mod	S2 tox
1	CC1Cc2nc(SCC(=O)Nc3ccc(F)cc3)n(C)c(=O)c2S1 (centres undefined)	i	-11%	-3%	3%	-10%	-39%	-0.9%	0.7	i
2	CC(NC(=O)C(c1ccccc1)c1ccccc1)C(=O)N1CCCCC1 (centres undefined)	i	19%	-2%	1%	-7%	1%	-0.8%	-0.9	i
3	CCOC(=O)c1c2c(c(=S)n(-c3ccccc3)c1N)CCC2	i	6%	-4%	0%	10%	?	-0.2%	2.3	i
4	CC(C)N1C(=O)CSC1c1ccc(Br)cc1 (centres undefined)	i	-2%	-7%	0%	-3%	-9%	1.9%	-12	i
5	Fc1ccc(-n2nnc(-c3nccs3)n2)cc1	i	1%	-40%	/	-14%	?	-0.7%	-0.8	i
6	Cc1ccc(N(CCC#N)C(=O)CCl)cc1C	i	0%	11µM*	0%	?	-6%	?	-4.1	/
7	CCc1ccc(S(=O)(=O)Nc2cccc(-c3ccc(OC)nn3)c2)s1	/	10%	-47%	/	-33%	/	0.5%	/	?
8	CC(C)(C)C(CN1CCCC1)OC(=O)c1ccccc1 (centres undefined)	i	0%	1%	0%	1%	5%	-0.5%	-2.0	/
9	CCOc1ccc(S(=O)(=O)N(CC)CC)cc1N	i	0%	-6%	-1%	8%	9%	-0.5%	-1.9	i
10	Cc1ccccc1NC(=O)c1c(NC(=O)c2ccccc2)sc2c1CCC2	/	1%	-1%	/	1%	10%	3.5%	/	i
11	CC(=O)Nc1cccc(-c2csc(Nc3cccc(C)n3)n2)c1	i	-3%	-36%	1%	-21%	?	7.4%	4.0	?
12	CCCNC(=O)c1ccc(N2CCC3(CC2)CC(c2ccccc2)=NO3)c(NC(=O)c2ccccc2)c1	i	0%	-7%	-7%	-5%	0%	0.2%	1.9	i
13	Cc1cc(NC(=O)C(Cl)Cl)cc2c1OCO2	i	9%	1%	/	-6%	?	6.5%	-4.2	i
14	O=C(COC(=O)C1(c2ccccc2F)CCCC1)NCc1ccc2c(c1)OCO2	i	-1%	0%	0%	5%	-2%	0.3%	-0.7	i
15	CCCCn1c(SCC(=O)Nc2cc(C(F)(F)F)ccc2Cl)nnc1C(CC)N(C)C (centres undefined)	i	?	-34%	-12%	6%	-9%	3.7%	0.5	i

# (continued)
No.	Molecule	pAkt inh	A549 viability	HepG2 tox	MmCpn inh	TGFb SMAD3 inh	Nrf2 block	Nrf2 ARE act	CCT chaperon mod	S2 tox
16	O=C(N/N=C/c1ccc(-c2ccccc2Cl)o1)c1ccccc1	i	-16%	-30%	3%	0%	-2%	2.8%	-3.7	i
17	c1ccc(Oc2cccc(OCCn3cncn3)c2)cc1	i	-5%	-4%	1%	3%	-9%	0.2%	-0.7	?
18	Cc1c(C(=O)Nc2nc3ccccc3[nH]2)oc2ccccc12	i	-15%	-43%	0%	-12%	?	17%	-2.0	/
19	Cc1cccc(-c2nc(CSCC(=O)NCCCN3CCOCC3)c(C)o2)c1	i	11%	1%	0%	2%	-7%	-0.8%	-2.3	i
20	COc1ccc(N(CC(=O)N2CCN(Cc3ccccc3)CC2)S(C)(=O)=O)c(OC)c1	i	0%	-12%	1%	-1%	6%	-0.3%	-1.2	i
21	CSCC[C@H](NC(=O)c1cc([N+](=O)[O-])ccc1Cl)c1nc2ccccc2[nH]1	i	-12%	-3%	-2%	-4%	-2%	7.0%	0.2	i
22	CCCC(C)NC(=S)Nc1cc(C)cc(C)c1 (centres undefined)	i	7%	-63%	0%	0%	5%	2.7%	-0.8	i
23	N#Cc1cnn2cc(CCN3CCOCC3)c(-c3ccc(F)cc3)nc12	i	1%	3%	0%	2%	3%	-0.6%	-4.6	i
24	CCCn1c(=O)c2sccc2n2c(CCCC(=O)N3CCN(c4ccccc4OC)CC3)nnc12	/	-2%	-3%	/	-2%	-12%	0.1%	/	/
25	COC1OC2COC(c3ccccc3)OC2C(OC(=O)c2ccccc2)C1OC(=O)c1ccccc1 (centres undefined)	i	1%	-1%	/	10%	-27%	0.1%	-0.8	i
26	N#CC1CCCc2c1[nH]c1ccc([N+](=O)[O-])cc21 (centres undefined)	i	3%	18%	2%	16%	-21%	-0.7%	-1.8	i
27	Cc1cccnc1C(NC(=O)C1CCN(CCOc2ccc(F)cc2)CC1)c1ccc(F)cc1 (centres undefined)	i	/	-14%	/	-10%	/	4.0%	-2.9	i
28	O=C(N/N=C/c1cc([N+](=O)[O-])ccc1O)C(O)(c1ccccc1)c1ccccc1	i	2%	-19%	2%	-6%	?	-1.0%	-1.9	?
29	c1ccc(C2c3[nH]c4ccccc4c3CCN2Cc2cccn2-c2ccccn2)nc1 (centres undefined)	i	-12%	-45%	1%	-13%	2%	5.3%	-3.4	?
30	COc1ccc(C2Nc3ccccc3C(=O)N2c2ccccc2)cc1COc1ccc(NC(C)=O)cc1 (centres undefined)	/	-5%	-33%	/	5%	4%	/	/	/

# Going on with the list:
No.	Molecule	pAkt inh	A549 viability	HepG2 tox	MmCpn inh	TGFb SMAD3 inh	Nrf2 block	Nrf2 ARE act	CCT chaperon mod	S2 tox
31	Cc1c(NC(=O)Nc2ccc(C#N)cc2)c(=O)n(-c2ccccc2)n1C	i	5%&9%	-8%&3%	0%	-19%&-10%	4%&-9%	-0.2%&4.2%	0.9	i
32	O=C1Nc2ccc(Br)cc2C1Cc1ccccc1F (centres undefined)	i	-3%	-14%	2%	-30%	-20%	12%	-3.5	i
33	COC(=O)[C@@]1(Cc2ccc(F)cc2)[C@H]2c3cc(C(=O)N4CCCC4)n(C[C@H](O)CO)c3C[C@H]2CN1C(=O)c1ccccc1	i	/	/	/	/	/	1.1%	0.8	i
34	Cc1cccc(C(=O)Nc2ccc(N3CCN(c4ccc(C(F)(F)F)cn4)CC3)nc2)c1	i	-8%	-3%	0%	12%	?	-0.3%	-2.4	i
35	CC(C)c1[nH]nc2c1C(c1ccco1)C(C#N)=C(N)O2 (centres undefined)	i	1%	3%	5%	-16%	-10%	-0.3%	-0.3	i
36	CC1CC[C@@]2(OC1)O[C@H]1CC3[C@@H]4C[C@@H](O)[C@@]5(O)C[C@@H](O)[C@H](O)C[C@]5(C)[C@H]4CC[C@]3(C)[C@H]1[C@@H]2C (some centres undefined)	i	5%	-2%	-1%	-6%	-2%	-0.6%	1.8	i
37	O=C(c1ccc(Cn2c(=S)[nH]c3ccc(N4CCOCC4)cc3c2=O)cc1)N1CCN(c2ccc(F)cc2)CC1	i	1%	-18%	?	-4%	-34%	0.3%	0.3	?
38	O=C(CSc1ncnc2c1cnn2-c1cccc(Cl)c1)NCC1CCCO1 (centres undefined)	i	-6%	-39%	1%	0%	?	-0.1%	1.7	i
39	CCCCn1c(N)c(N(CC)C(=O)c2ccc3c(c2)S(=O)(=O)c2ccccc2C3=O)c(=O)[nH]c1=O	i	0%	2%	1%	14%	1%	3.0%	0.0	i
40	Fc1ccc(-c2nc3c(Cl)cc(C(F)(F)F)cn3c2Cc2ccccc2)cc1	i	/	-6%	/	11%	/	0.1%	1.8	i
41	COc1cccc(Cn2cc(N)cn2)c1	i	-14%	6%	0%	-13%	-4%	6.3%	2.3	i
42	c1ccc(-c2ccccc2OCc2nnc3n2CCC3)cc1	i	?	-15%	-1%	-10%	-16%	-1.1%	0.2	i
43	CSc1ccc(CCNC(=O)c2ccc(CS(=O)(=O)c3ccc(Br)cc3)o2)cc1	/	-2%	-16%	/	-25%	/	0.3%	/	?
44	OCC1(Cc2ccccc2)CCCN(Cc2c[nH]c3ccccc23)C1 (centres undefined)	i	0%	-41%	0%	0%	11%	1.5%	1.4	i
45	COC(=O)c1cc(S(=O)(=O)N2CCN(c3cccc(C)c3)C(C)C2)cn1C (centres undefined)	/	3%	-22%	/	-38%	-6%	0.7%	/	i

# Next section.
No.	Molecule	pAkt inh	A549 viability	HepG2 tox	MmCpn inh	TGFb SMAD3 inh	Nrf2 block	Nrf2 ARE act	CCT chaperon mod	S2 tox
46	O=C(O)C(Cc1cc2ccccc2[nH]1)N1C(=O)C2CC=C(Cl)CC2C1=O (centres undefined)	i	4%	2%	1%	-2%	/	3.7%	-0.4	i
47	CCCCN(C(=O)c1cc(CC)c(C)s1)c1c(N)n(CCC)c(=O)[nH]c1=O	i	-2%	6%	1%	-35%	1%	-0.7%	-0.9	?
48	CC1=[N+]([O-])C(C)(C)CC(C)(C)c2ccccc21	i	2%	-5%	-1%	17%	-20%	-0.1%	0.4	i
49	O=C(Nc1ccc2nc(-c3cccs3)[nH]c2c1)c1cccs1	i	?	-40%	-2%	13%	?	2.4%	2.5	i
50	Cn1c(-c2ccsc2)c(-c2cccs2)c2cc(-c3ccc4[nH]ccc4c3)ccc21	i	-4%	7%	-7%	-18%	2%	4.2%	-0.6	?
51	CC(Oc1ccc(Cl)cc1)C(=O)NCC1CCCO1 (centres undefined)	i	0%	-10%	-2%	-14%	-12%	0.2%	-0.7	i
52	Cc1ccc(-n2nc(CO)c(C(=O)NCCC(C)C)n2)cc1C	/	-1%	-24%	/	?	-11%	1.5%	/	/

# Profiles from above. Values in the order: pAkt inh, A549 viability, HepG2 tox, MmCpn inh, TGFb SMAD3 inh, Nrf2 block, Nrf2 ARE act, CCT chaperon mod, S2 tox
# Cn1c(-c2ccsc2)c(-c2cccs2)c2cc(-c3ccc4[nH]ccc4c3)ccc21 reads i, -4%, 7%, -7%, -18%, 2%, 4.2%, -0.6, ?
# O=C(Nc1ccc2nc(-c3cccs3)[nH]c2c1)c1cccs1 reads i, ?, -40%, -2%, 13%, ?, 2.4%, 2.5, i
# Cc1ccc(-n2nc(CO)c(C(=O)NCCC(C)C)n2)cc1C reads /, -1%, -24%, /, ?, -11%, 1.5%, /, /
